Source: PubChem
G9a inh: qHTS Assay for Inhibitors of Histone Lysine Methyltransferase G9a | G9a H3K9 monomethylation, AlphaScreen, 2 h | Potency, µM (top dose mostly 102 µM), inactives show at the highest dose activity, negative = inhibition, actives largely listed as inhibitors | 350,000 compounds, 8.8% hits | AID 504332, 2011; note: % is set by controls: 0 for no effect and ±100 for the full control effect; nearly all actives have a fitted effect of over 75% in size
Target sequence (Q96KQ7 913-1193 limits assumed): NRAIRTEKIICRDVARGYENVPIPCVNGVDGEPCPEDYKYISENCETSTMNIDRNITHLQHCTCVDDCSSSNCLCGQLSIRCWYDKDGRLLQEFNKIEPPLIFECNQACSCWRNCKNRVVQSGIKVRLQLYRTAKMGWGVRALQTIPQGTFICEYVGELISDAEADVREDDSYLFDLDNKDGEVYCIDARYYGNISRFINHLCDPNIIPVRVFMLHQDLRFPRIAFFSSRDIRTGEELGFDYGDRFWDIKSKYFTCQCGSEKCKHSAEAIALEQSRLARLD
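Enzyme 20 nM + cpd, 15 min RT; add b-H3K9 pep 500 nM / SAM 20 uM; 2 h RT; anti-H3K9me1 Ab 0.5 ug/mL + SA donor / anti-rabbit acceptor beads 20 ug/mL each, 10 min; AlphaScreen read.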
Pol iota inh: qHTS for Inhibitors of Polymerase Iota; DNA polymerase iota (Homo sapiens), Q9UNA4; Pol iota fluorescent replication assay, 10 min; Potency, µM (doses to about 115 µM), inactives show top-dose activity, negative = inhibition, actives largely listed as inhibitors; 390,000 compounds, 1% hits; AID 588590, 2011
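Fluorescent replication assay read twice, at 0 min and 10 min after adding 50 nM (final) substrate. Enzyme (10 nM) and compounds were first incubated 15 min at room temperature; enzyme-free buffer wells were negative controls.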
HP1b binding inh: HTS for Inhibitors of HP1-beta Chromodomain Interactions with Methylated Histone Tails. Chromobox protein homolog 1 (Homo sapiens), P83916. AlphaScreen HP1-beta / biotin-H3K9me3 peptide binding. Potency, µM (doses to about 114 µM), inactives show top-dose activity change, negative = inhibition, hits mostly inhibitors. 390,000 compounds, 0.56% hits; note: nearly all actives have a fitted effect of over 70% in size; inactives centre near 23
Target sequence (P83916 whole entry, looked up): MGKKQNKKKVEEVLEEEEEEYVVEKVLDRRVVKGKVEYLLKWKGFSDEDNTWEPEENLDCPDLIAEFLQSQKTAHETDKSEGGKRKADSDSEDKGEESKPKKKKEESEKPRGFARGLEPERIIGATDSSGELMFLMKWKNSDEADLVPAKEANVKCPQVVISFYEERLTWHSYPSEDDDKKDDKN
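HP1-beta protein (50 nM final) preincubated 30 min at room temperature with biotinylated H3(1-18)K9me3 peptide (50 nM) in PBS pH 7.4, 0.01% Tween-20, then compound added for 30 min. AlphaScreen streptavidin donor/nickel chelate acceptor beads (10 ug/mL final), 30 min dark, luminescence read.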
Pin1 inhibitor: qHTS Assay to Find Inhibitors of Pin1. Peptidyl-prolyl cis-trans isomerase NIMA-interacting 1 (Homo sapiens), Q13526. 390,000 compounds, 0.009% hits. Pin1 FP peptide displacement, HiFluor488, 10 min. AID 504891, 2011. Potency, µM (titrated, usually from 115 µM), for inactives: at the top dose activity, negative = inhibition, actives largely listed as inhibitors; active = well fitted inhibition curve with a large enough effect in the polarisation, with a control signal flat, not every such curve was filed as active; inconclusive = small, poorly fitted or top-dose-only effect, or effect the other way, or a change in a side signal; inactive = no such curve, though single readings can be large or run the other way; the % refers to the polarisation; note: % is set by controls: 0 for no effect and ±100 for the full control effect
Target sequence (Q13526 whole entry, looked up): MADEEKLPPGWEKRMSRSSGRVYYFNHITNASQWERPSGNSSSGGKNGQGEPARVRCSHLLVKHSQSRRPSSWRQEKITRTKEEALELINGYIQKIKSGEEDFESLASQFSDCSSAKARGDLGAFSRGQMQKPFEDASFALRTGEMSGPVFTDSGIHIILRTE
JMJD2A Tudor inh: qHTS Assay for Inhibitors of JMJD2A-Tudor Domain | AlphaScreen JMJD2A-Tudor / H3K4me3 peptide binding | 390,000 compounds, 4.4% hits | Potency, µM (doses to about 114 µM), inactives show at the highest dose activity change, negative = inhibition, most hits filed as inhibitors; note: % is set by controls: 0 for no effect and ±100 for the full control effect; nearly all actives have a fitted effect of over 50% in size
Tb PGK inh: qHTS Assay to Find Inhibitors of Phosphoglycerate Kinase; Phosphoglycerate kinase, glycosomal (Trypanosoma brucei brucei), P07378; PGK/GAPDH coupled, Kinase-Glo luminescence, 60 min; Potency, µM (top dose mostly 57.5 µM), for the others: at the top dose activity change, negative = inhibition, usual class: inhibitors; 380,000 compounds, 0.043% hits; AID 602233, 2012; note: % is set by controls: 0 for no effect and ±100 for the full control effect; nearly all actives have a fitted effect of over 60% in size
Target sequence (P07378 whole entry, looked up): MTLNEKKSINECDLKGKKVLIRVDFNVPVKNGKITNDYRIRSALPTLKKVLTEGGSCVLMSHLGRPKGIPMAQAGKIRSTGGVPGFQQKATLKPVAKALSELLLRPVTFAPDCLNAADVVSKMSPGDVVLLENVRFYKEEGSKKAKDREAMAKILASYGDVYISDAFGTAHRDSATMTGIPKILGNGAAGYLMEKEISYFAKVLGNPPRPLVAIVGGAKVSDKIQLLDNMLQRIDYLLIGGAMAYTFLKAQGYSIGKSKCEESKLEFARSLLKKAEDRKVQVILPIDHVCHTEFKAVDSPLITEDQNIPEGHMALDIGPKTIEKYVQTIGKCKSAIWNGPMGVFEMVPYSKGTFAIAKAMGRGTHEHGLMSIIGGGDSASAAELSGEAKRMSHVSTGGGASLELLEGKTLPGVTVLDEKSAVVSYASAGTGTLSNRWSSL
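Luminescent ATP detection (Kinase-Glo Plus) follows a 60-minute room-temperature incubation, with wells lacking PGK as controls. Buffer: 100 mM TEA (pH 7.6), 5 mM MgCl2, 0.01% Tween-20. Coupling enzyme GAPDH (100 nM final) supplies unstable 1,3-BPG in-well.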
GLS inhibitor: qHTS for Inhibitors of Glutaminase (GLS) | GLS enzymatic activity, qHTS titration | Potency, µM (series often up to 45.5 µM), for the others: top-dose activity change, negative = inhibition, most hits filed as inhibitors | 410,000 compounds, 0.21% hits; note: % is set by controls: 0 for no effect and ±100 for the full control effect
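hKGA; 45 mM KH2PO4 pH 8.2 + 0.02% Tween-20; cpd via pin tool; 1 mM Gln soln; GluOx/HRP/Amplex Red; RT 30 min; fluor. t0 & final.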
BAZ2B block: qHTS Assay for Inhibitors of BAZ2B; Bromodomain adjacent to zinc finger domain protein 2B (Homo sapiens), Q9UIF8; AlphaScreen BAZ2B-H3K14Ac peptide displacement; Potency, µM (highest dose often 114 µM), without a hit: at the highest dose activity change, negative = inhibition, actives largely listed as inhibitors; 360,000 compounds, 4.4% hits; AID 504333, 2011; note: % is set by controls: 0 for no effect and ±100 for the full control effect; nearly all actives have a fitted effect of over 60% in size
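BAZ2B 50 nM plus b-H3(5-23)K14Ac 50 nM, PBS pH 7.4/0.01% Tween-20, 30 min RT; compound added (max 110 uM), 30 min RT; streptavidin donor/Ni-chelate acceptor beads 10 ug/mL final, 20 min dark; AlphaScreen read.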
BLM helicase inh: qHTS Assay for Inhibitors of Bloom's syndrome helicase (BLM). 350,000 compounds, 0.2% hits. recombinant BLM DNA unwinding, fluorescence dequenching. Potency, µM (top dose mostly 56.1 µM), for inactives: at the top dose activity change, negative = inhibition, hits mostly inhibitors;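 note: plate controls were vehicle for no effect and no enzyme for full effect; nearly all actives have a fitted effect of over 35% in size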
Active calls of the source: *; i = inactive; ? = inconclusive; / = not tested or not shown; [ ] = remark or other dose. Unless noted, calls come from the whole dose curve; as a rule, active = well fitted curve in the direction sought with a large enough effect; inconclusive = small, poorly fitted or top-dose-only effect, or another doubt; inactive = no such curve, though single readings can be large; an effect the other way counts as inactive or inconclusive. Potency is the fitted concentration of half-maximal effect. Only part of the results is shown; rates above refer to the full screens.

SMILES	G9a inh	Pol iota inh	HP1b binding inh	Pin1 inhibitor	JMJD2A Tudor inh	Tb PGK inh	GLS inhibitor	BAZ2B block	BLM helicase inh
CC(C)CNS(=O)(=O)c1ccc2c(c1)OCCO2	-18%[59 µM]	-4%	29%	-2%	8%	-5%	9%	-4%	-10%
CCCCNc1nc(=S)n(-c2ccccc2)c(C)c1C(C)=O	6%	3%	42%[activator]	-2%	-13%	-9%	-1%	-2%	-1%
COC(=O)CCCCCC(CCC(=O)OC)NC(C)=O (stereo unspecified)	24%[59 µM]	2%	19%	9%	-2%	i	0%	/	-1%
CCCCn1c(-c2ccsc2)nc2c1c(=O)[nH]c(=O)n2CCC	?	-4%	56%[activator]	5%	-3%	7%	-4%	-1%	1%
Cc1ccc(C)c2nc(N3CCCC3)c(C#N)cc12	21%	6%	91%[activator]	3%	18%	-4%	7%	64%[activator]	0%
COc1ccc(N/C(N)=N/c2nc(CSc3ccc(Cl)cc3)cc(=O)[nH]2)cc1	13%[59 µM]	-4%	25%	2%	-9%	6%[11.5 µM]	-1%	-10%	-3%
NS(=O)(=O)c1cccc(NC(=O)c2ccc(NS(=O)(=O)c3cccc([N+](=O)[O-])c3)cc2)c1	/	112%[activator]	3%	-12%	-16%	-11%	-13%	/	/
Cc1ccc(CCNC(=O)c2cc3sccc3n2Cc2ccc(F)cc2)cc1	-16%[59 µM]	16%	36%	0%	-11%	-1%	-22%	-2%	-4%
Cc1ccc(C(=O)Nc2ccc3c(c2)CCC3)o1	-10%[12.7 µM]	7%	22%	-8%	-19%	-7%	-1%	-22%	-10%
COc1ccc(C(=O)N2CCOC2CNC(=O)C(=O)NCc2ccccc2Cl)cc1 (stereo unspecified)	-11%	16%	8%	0%	-16%	5%	0%	6%	-1%
O=C(OCc1c(F)cccc1Cl)c1cccc(S(=O)(=O)N2CCOCC2)c1	8%[12.7 µM]	30%[activator]	57%	1%	17%	-2%	-3%	10%	/
Cc1csc(CN(C)C(=O)CC2C(=O)NCCN2Cc2ccc(F)c(F)c2)n1 (stereo unspecified)	/	11%	14%	-5%	-5%	1%	3%	-5%	0%

Sorted by the number under JMJD2A Tudor inh (smallest number first): 3 from the list above
SMILES	G9a inh	Pol iota inh	HP1b binding inh	Pin1 inhibitor	JMJD2A Tudor inh	Tb PGK inh	GLS inhibitor	BAZ2B block	BLM helicase inh
Cc1ccc(C(=O)Nc2ccc3c(c2)CCC3)o1	-10%[12.7 µM]	7%	22%	-8%	-19%	-7%	-1%	-22%	-10%
CCCCNc1nc(=S)n(-c2ccccc2)c(C)c1C(C)=O	6%	3%	42%[activator]	-2%	-13%	-9%	-1%	-2%	-1%
CCCCn1c(-c2ccsc2)nc2c1c(=O)[nH]c(=O)n2CCC	?	-4%	56%[activator]	5%	-3%	7%	-4%	-1%	1%

(further entries)
SMILES	G9a inh	Pol iota inh	HP1b binding inh	Pin1 inhibitor	JMJD2A Tudor inh	Tb PGK inh	GLS inhibitor	BAZ2B block	BLM helicase inh
N/C(COc1ccc(Cl)cc1)=N\NS(=O)(=O)c1ccccc1	68%[activator][59 µM]	4%	8%	3%	-25%	-6%	30%	4%	3%
CCOC(=O)c1ccc(S(=O)(=O)Nc2cc(S(=O)(=O)N3CCOCC3)ccc2O)cc1	/	16%	?	2%	?	i	12%	/	/
COc1ccc(C(=O)Nn2c(CCC(=O)O)ccc2-c2ccc(C)cc2)cc1OC	-30%	90%[activator]	-19%	-1%	50µM*	i	-16%	-25%	2%
O=C(NCCC1=CCCCC1)c1cnc2n(c1=O)CCS2	12%[59 µM]	12%	14%	2%	-16%	-9%	-1%	1%	2%
CC(=O)Nc1ccc(S(=O)(=O)N(Cc2ccco2)CC2CCCO2)cc1 (stereo unspecified)	?	21%	13%	-5%	-23%	4%	3%	2%	-2%
COc1ccc(NC(=O)CSc2nc(N)c3cc4c(nc3n2)CCCC4)cc1	6%[59 µM]	13%	33%	36%[activator]	-13%	4%	0%	6%	-4%
CCOc1ccc2oc(C(=O)NNC(=O)c3ccccc3O)c(C)c2c1	54%[activator][2.33 µM]	?	55%[activator]	6%	-10%	-1%	-1%	-1%	/
COC(=O)c1cn(NC(=O)Cc2ccccc2Br)c(=O)c2ccccc12	-2%	105%[activator]	25%	-5%	-11%	-2%	-9%	-13%	-6%
O=S(=O)(c1ccccc1)N1CCC(Oc2ccc(-n3cnnn3)cc2)CC1	1%	-23%	27%	0%	-2%	-1%	-4%	-35%	-2%
COc1ccc(Cn2ccnc2SCC(=O)Nc2cccc(NC(C)=O)c2)cc1	-28%	116%[activator]	2%	6%	-21%	-1%	0%	?	-4%
COc1ccc2[nH]c(C(=O)NCc3ccc4c(c3)OCO4)cc2c1	?	159%[activator]	?	2%	-27%	-1%	41%[activator]	-36%	-10%
COc1ccc(C(CC(=O)O)NC(=O)COc2ccc(C)cc2)cc1OC (stereo unspecified)	2%	12%	39%	1%	-18%[57.1 µM]	0%	4%	-10%	6%
CCOC(=O)C1(CCCc2ccccc2)CCN(C(=O)CCn2cnnn2)CC1	18%	16%	37%	5%	5%	i	-8%	1%	0%
NC(=O)C1Cc2ccccc2CN1S(=O)(=O)c1ccc(Cl)s1 (stereo unspecified)	-6%	41%[activator]	8%	0%	0%	2%	-1%	-1%	-1%
CN(Cc1ccccc1)C(=O)COC(=O)COc1ccc(Cl)cc1	/	2%	39%[activator]	-2%	11%	-6%	10%	/	/
C[C@@H]1CCCCCCCCC(=O)OCCN[C@H](C)CCCCCCCCC(=O)OCCN[C@H](C)CCCCCCCCC(=O)OCCN1	/	12%	1%	2%	-35%	i	-12%	/	/
COc1ccc(/C(O)=C/c2nc3ccc(C(=O)NCCc4cccc(C)c4)cc3[nH]c2=O)cc1OC	?	-17%	5%	-5%	-8%	-1%	2%	6%	-8%
COc1ccc(/C=C/c2nnc(NC(=O)COc3ccccc3)s2)cc1	10%[59 µM]	16%	-3%	13%	-4%	-5%	22%	0%	-2%
N#Cc1ccc(C(=O)N2CCN(S(=O)(=O)c3ccc(Br)s3)CC2)cc1	?	26%	40%	2%	-7%	9%	-3%	-13%	-12%
COc1ccc(-n2c(SCC(=O)Nc3ccc(C)cc3)nc(O)c(Cc3ccccc3)c2=O)cc1	-4%	4%	10%	0%	-15%	6%	13%	-32%	-5%
COc1ccc(-c2nc(-c3cccs3)c(-c3cccs3)[nH]2)cc1OC	-7%[12.7 µM]	-8%	-32%	16%	-9%	6%	10%	-5%	-4%
Cc1nnc(SCC(=O)N2CCN(S(=O)(=O)c3ccccc3)CC2)n1Cc1ccccc1	?	5%	41%[activator]	1%	1%	-13%	-17%	1%	-1%
Cc1cccc(N(C(=O)Cn2nnc(-c3ccc(F)cc3)n2)C(C(=O)NC(C)(C)C)c2ccncc2)c1 (stereo unspecified)	6%	-15%	35%	2%	-4%	-2%	5%	-15%	0%
Cc1noc(C)c1S(=O)(=O)N(CC(=O)Nc1ccc(C(F)(F)F)cc1)c1ccc(C(C)C)cc1	8%[59 µM]	-14%	12%	-1%	-19%	-7%	-12%	/	-1%
CC(=O)NC(Cc1ccc(C)cc1)C(=O)NC1CCN(S(=O)(=O)c2ccccc2)CC1 (stereo unspecified)	-5%	1%	49%[activator]	-6%	-5%	-4%	-12%	-13%	-2%
O=C(CCl)Nc1ccc(N=Nc2ccccc2)cc1	?	-15%	1%	-4%	?	/	1%	40µM*	-6%
O=C(Cc1ccccc1)Nc1nc2ccccc2[nH]1	-32%	7%	18%	1%	-23%	-16%	-1%	-9%	0%
Cc1ccc(S(=O)(=O)NCc2ccc(C(=O)N3CCN(c4ccccn4)CC3)cc2)cc1	-7%	-1%	-4%	-8%	-13%	-6%	-3%	-26%	-1%
O=C(O)COc1ccc2c3c(c(=O)oc2c1)CCCC3	-5%	35%[activator]	25%	-3%	-3%	-8%	-12%	-18%	1%
O=C1Nc2ccccc2O/C1=C\c1ccccc1	11%	-1%	63%[activator]	-3%	-5%	-5%	-20%	1%	-3%
CCOC(=O)c1oc2cc(OC(C)=O)ccc2c(=O)c1-c1ccc(OC)c(OC)c1	-7%	-6%	23%	4%	-25%	-5%	15%	3%	-2%
Cc1cccc(CCNC(=O)C2CCCN(S(=O)(=O)c3ccc4c(c3)oc(=O)n4C)C2)c1 (stereo unspecified)	7%[59 µM]	11%	28%	-1%	-17%	-1%	0%	-4%	0%
Cn1nc2c3cc(F)ccc3n(Cc3ccc(F)cc3)cc-2c1=O	16%	-17%	14%	-1%	-10%	0%	-15%	4%	-3%
Cc1ccc(NCc2nnc(SCc3ccc(C#N)cc3)n2Cc2ccco2)c(C)c1	?	?	-10%	0%	?	-4%	2%	?	-4%
COc1cccc(CNc2ccc(N3CCC(C)CC3)cc2)c1OC	?	?	-69%	17%	20µM*	-8%	48%[activator]	40µM*	-5%
CCC(C)c1ccccc1N1CC(C(=O)NCCCn2nc(C)cc2C)CC1=O (stereo unspecified)	14%[2.33 µM]	30%	23%	-4%	2%	0%	-1%	8%	/
Cc1noc(C)c1S(=O)(=O)N1CCC(C(=O)NC2CCCc3ccccc32)CC1 (stereo unspecified)	16%[12.7 µM]	-5%	42%	2%	-14%	i	-7%	0%	0%
COc1ccc(S(=O)(=O)Nc2ccccc2OC)cc1NC(=O)CC1CC2CCC1C2 (stereo unspecified)	1%[59 µM]	27%	33%	31%[activator]	-19%	-7%	1%	4%	-6%
O=C(NC1CCCCC1)C1CCCN(c2nnnn2-c2ccccc2)C1 (stereo unspecified)	11%[59 µM]	-14%	22%	-5%	-13%	-1%	-17%	3%	-2%
